From PubChem BioAssay
Peg3 promoter – reduces Peg3 promoter-driven luciferase expression in HeLa | HeLa PEG-Prom luciferase reporter, luminescence, overnight | inhibition, % at 20 µM | 1.7% of 360,000 active;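 active = inhibition of at least 50% at 20 µM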
NR2E3 ag-1 – activates human NR2E3 receptor. CHO-S Gal4-NCOR/VP16-NR2E3 two-hybrid, luciferase. inhibition of corepressor binding, % at 3.98 µM. 0.35% of 360,000 active. AID 602229;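 active = inhibition above the mean of all tested compounds plus 3 SD, cut at about 70% in these data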;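 note: 0% = DMSO with NR2E3 transfected cells and 100% = cells lacking NR2E3 construct; higher means lower luciferase signal from less NR2E3 corepressor binding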
Target sequence (Q9Y5X4 whole entry, looked up, the tested form may be a part): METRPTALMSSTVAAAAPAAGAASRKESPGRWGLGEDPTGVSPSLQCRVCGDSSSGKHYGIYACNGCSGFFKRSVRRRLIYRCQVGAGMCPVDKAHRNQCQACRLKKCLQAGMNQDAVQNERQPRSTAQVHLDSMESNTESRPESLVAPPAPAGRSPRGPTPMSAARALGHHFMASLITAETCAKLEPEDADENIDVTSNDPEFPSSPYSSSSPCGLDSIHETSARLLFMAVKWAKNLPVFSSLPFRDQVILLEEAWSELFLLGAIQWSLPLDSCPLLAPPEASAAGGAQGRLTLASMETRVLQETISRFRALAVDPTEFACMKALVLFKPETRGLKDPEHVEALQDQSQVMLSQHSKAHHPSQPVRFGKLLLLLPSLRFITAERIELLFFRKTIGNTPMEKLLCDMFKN
NR2E3 ag-2 – agonists of human nuclear receptor NR2E3; AID 2300; 0.12% of 320,000 active; GST-NR2E3/biotin-RetCOR TR-FRET, 1536-well; inhibition of corepressor binding, % at 4.78 µM;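 active = percent inhibition above the cutoff of mean plus 3 SD of all tested compounds, set per screening campaign, cut at about 20% in these data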;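 note: 0% = DMSO wells and 100% = biotin wells as full block of FRET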
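Assay system: NR2E3–RetCOR corepressor complex. Quantity: 1.35 nM GST-NR2E3. Buffer or medium: pH 7.5 Tris-based buffer. Reagent: biotinylated RetCOR corepressor at 7 nM final. Schedule: 5 h at 4 °C. Detection: TR-FRET, emission read at 617 and 671 nm. Replicates: one well per compound, singlicate testing.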
TROY NFkB inh – blocks TROY-dependent signaling in reporter cells. 0.98% of 360,000 active. inhibition, % at 10 µM. Q293 LMP1-TROYcd NF-kB luciferase reporter, 4 h. AID 1347056;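 active = compounds whose plate-normalised and pattern-corrected inhibition of the luciferase reporter signal at the single screening dose is 50% or more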
Shn3 3UTR inh – Schnurri-3 reporter inhibition in Clone20 osteoblasts; Clone20 osteoblast Shn3 3'UTR firefly luciferase, 24 h; 0.52% of 360,000 active; inhibition, % at 12.5 µM; AID 588674;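 active = mean inhibition of at least 75% with every replicate also reaching 75%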;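 note: 0% = median of neutral control wells and 100% = pilot-screen positive control compound; some compounds past the cut are filed as inactive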
HIF-2a block – blocks HIF-2a reporter activity; 786-0 RCC cells HIF-2a reporter, luciferase luminescence, overnight; inhibition, % at 18.8 µM; 0.72% of 360,000 active; AID 624352;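 active = inhibition of the luminescence signal of 40% or more relative to plate controls, in a single-dose primary screen at 18.75 µM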
TRPM1 prom inh – inhibitors of MITF-driven TRPM1 promoter in melanoma cells; SK-MEL-5 TRPM1 promoter luciferase, 24 h; inhibition, % at 12.5 µM; 0.83% of 330,000 active;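 active = mean inhibition across replicates of 60% or more, whatever share of single replicates reaches that level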; note: values of inactives mirror those of a sister screen read the other way
KKLEB tox – counter-screen for CF NF-kB inhibitors: cytotoxicity | KKLEB CF airway cells viability, ATPlite luminescence, overnight; active compounds read low; cells stimulated with P. aeruginosa culture filtrate | AID 602141 | 0.36% of 360,000 active | activity change (cytotoxicity), % at 5 µM;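 active = corrected activity change at or below -50% at 5 µM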
TWEAK-Fn14 inh – inhibitors of TWEAK-Fn14 interaction signaling | 2% of 360,000 active | TWEAK-stimulated Fn14 reporter cells, luciferase luminescence, 8 h | AID 1159606 | inhibition, % at 10 µM; in the data active = inhibition above about 50%
TRAIL sens C8 – caspase-8 TRAIL sensitization; inhibition (viability loss, TRAIL sensitization), % at 10 µM; 1% of 360,000 active; NB7+C8 cells + TRAIL, ATPlite viability luminescence;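 active = compounds causing at least 50% loss of cell viability in the single-dose screen, relative to plate controls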
CF NFkB block – inhibitors of cystic fibrosis induced NF-kB | KKLEB NF-kB-GFP reporter, PAF-induced, GFP fluorescence overnight | 0.86% of 360,000 active | inhibition, % at 5 µM | AID 588850;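 active = at least 50% inhibition at 5 µM, scaled per plate between neutral and stimulator controls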;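 note: PAF is a Pseudomonas aeruginosa culture filtrate used as stimulus; plate controls were PAF-stimulated DMSO wells for no effect and unstimulated DMSO wells for full effect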
Active calls of the source: *; x = no result given.

Structure | TWEAK-Fn14 inh | Shn3 3UTR inh | Peg3 promoter | NR2E3 ag-1 | TROY NFkB inh | KKLEB tox | NR2E3 ag-2 | CF NFkB block | TRAIL sens C8 | TRPM1 prom inh | HIF-2a block
COc1cccc(-n2nnc3c(=O)n(Cc4ccc(Cl)cc4)cnc32)c1 | -24 | 5 | -32 | -9 | -34 | -1 | 0 | -13 | -1 | -13 | -39
Cc1cc(C(F)(F)F)n2nc(-c3cnn(C)c3C(F)(F)F)cc2n1 | 10 | -15 | -5 | -5 | 6 | 1 | 0 | -8 | -12 | 1 | 5
O=C(Cn1nc(C(=O)O)c2ccccc2c1=O)Nc1ccc(F)cc1F | 20 | -10 | -2 | -32 | 6 | 10 | 0 | 8 | -5 | -4 | 13
CCOC(=O)N1CCN(c2c(N3CCc4ccccc4C3)c(=O)c2=O)CC1 | 9 | 4 | -6 | -10 | -15 | -1 | 3 | -20 | 2 | 10 | 4
Cc1cc(NC(=O)C(C)SCC(=O)Nc2nc3c(F)cc(F)cc3s2)no1 (configuration not stated) | 7 | -22 | -29 | 3 | 0 | 18 | 4 | -7 | -18 | x | -53
COc1ccccc1NC(=O)/C=C/c1ccc2c(c1)OCO2 | -1 | -46 | -230 | -105 | -39 | -9 | -1 | 16 | 20 | -57 | -413
CCOC(=O)CNC(=O)CSc1nc2c(C)cccc2cc1CC | -10 | -1 | 1 | 14 | 5 | 1 | 6 | -14 | 3 | 1 | 10
CC1CCN(C(=O)CN2C(=O)NC3(CCC(C)CC3)C2=O)CC1 (configuration not stated) | 24 | 6 | 10 | 5 | 13 | 4 | 1 | 14 | -20 | 4 | 8
O=C(NCc1ccc2c(c1)OCO2)C1CCCN1S(=O)(=O)c1ccc(Cl)cc1 (configuration not stated) | 2 | 15 | 13 | -13 | 6 | -12 | -3 | 16 | 0 | -2 | 13
COC(=O)c1ccc(OCCCCN2CC(C)OC(C)C2)cc1 (configuration not stated) | 29 | -12 | 18 | 10 | 12 | 2 | 7 | -7 | -5 | -3 | 4
Cc1ccc([N+](=O)[O-])cc1NC(=O)C[n+]1ccccc1 | -2 | 5 | 6 | -2 | -13 | 2 | -4 | 2 | -7 | 4 | 12
N#Cc1c(-c2ccccc2)cc(C2CC2)nc1N | 2 | -13 | 6 | -10 | -9 | -27 | 3 | 25 | 30 | 1 | 16
NC(=O)c1ccc(Br)c(S(=O)(=O)N2CCCCC2)c1 | 18 | -3 | 20 | -1 | 6 | 1 | 5 | -9 | -12 | 5 | 16
CCOC(=O)C(CCCCCCP(=O)(c1ccccc1)c1ccccc1)NC(C)=O (configuration not stated) | -2 | 5 | -5 | -18 | 4 | 8 | 1 | -12 | 20 | 6 | 15
Nc1nc(SCC(=O)N2CCCC2)[nH]c(=O)c1-c1ccccc1 | 1 | 2 | -11 | 4 | 22 | 18 | -1 | -28 | 1 | -3 | 7
Cc1ccc(OCC(=O)NCc2ccccc2)c([N+](=O)[O-])n1 | -20 | -4 | 2 | -8 | -15 | -8 | -1 | 0 | -1 | -2 | 1
CCN1C(=O)[C@H]2[C@@H](c3ccc(-c4ccc5c(c4)OCO5)cc3)N3CCC[C@@]3(C(=O)OC)[C@H]2C1=O | 1 | 9 | -74 | -20 | -13 | 1 | -1 | -28 | -9 | -33 | -140
CC(C)Nc1nc(Oc2cccc(Cl)c2Cl)cc(C(F)(F)F)n1 | 0 | 12 | 8 | 11 | -3 | 9 | 0 | 9 | 6 | -3 | 11
Cc1ccc(-n2nc3c(c2NC(=O)c2ccc(S(=O)(=O)N4CCOCC4)cc2)CSC3)c(C)c1 | 9 | 11 | 6 | 7 | -7 | 20 | 0 | -20 | -21 | 10 | 11
CCN(C(=O)Cc1c(C(=O)O)n(CC)c2ccccc12)c1cccc(C(F)(F)F)c1 | 16 | -4 | 17 | -3 | -4 | 19 | -1 | 4 | 23 | 0 | 9
COc1cccc(NC(=O)CN(C)C(=O)CNC(=O)c2ccc(C)s2)c1 | -7 | -5 | -10 | 14 | 0 | 11 | x | -5 | 5 | 6 | -4
C=CCN(c1nc(C)cc(OC)n1)S(=O)(=O)c1ccc(C)cc1 | 5 | 74 | 14 | -11 | 19 | -16 | 3 | 19 | 3 | 0 | 20
COc1ccc(C(=O)NCCc2nnc3ccc(SCC(=O)NCc4ccc(F)cc4)nn23)cc1 | -24 | 13 | 12 | -1 | 0 | -17 | 4 | 41 | -7 | 3 | 16
CCN1C(=S)N[C@@H](CCc2ccccc2)C(C(=O)OC)=C1C | 16 | -1 | 25 | -5 | -11 | -8 | 3 | -3 | -10 | 2 | 16
CCC1(c2ccccc2)NC(=O)N(CC(=O)NCc2ccc(OC)cc2)C1=O (configuration not stated) | 18 | -12 | 2 | -3 | -17 | 6 | -2 | -6 | -13 | -2 | 13
Cc1ccc(C(=O)n2nc(C#N)c(C#N)c2N)cc1 | -4 | 5 | 22 | -9 | -2 | 14 | 1 | 0 | -12 | -6 | 13
Cc1ccc(NC(=O)c2ccc(N3CCCC3=O)cc2)cc1S(=O)(=O)N1CCCCC1 | -7 | -13 | -3 | 13 | 19 | 5 | 0 | 7 | -1 | 10 | 3
NS(=O)(=O)c1ccc(CCNC(=O)CSc2nc3ccsc3c(=O)n2CC(=O)O)cc1 | -10 | -15 | 4 | 0 | 3 | 15 | 2 | 10 | -7 | 0 | 10
O=C(NCCCN=C1NS(=O)(=O)c2ccccc21)c1ccco1 | -16 | 10 | 13 | 3 | -7 | -9 | 3 | 3 | -7 | -1 | 10
COC(=O)C(CC(=O)c1cccc(OC)c1)c1ccc(F)cc1 (configuration not stated) | 4 | -9 | -11 | -16 | 1 | 6 | -2 | -8 | 1 | -10 | -5
CCOC(=O)C1(CCOc2ccccc2)CCN(Cc2ccc(CO)o2)CC1 | -5 | 6 | 25 | -11 | 11 | 10 | 2 | 0 | -4 | 8 | 18
NC(=O)N/N=C/c1c(O)ccc2oc3c(c12)CCCC3 | 8 | -8 | -45 | 30 | 18 | -7 | 4 | 17 | -17 | 37 | -26
COc1ccccc1/C=N/Nc1nncc2ccccc12 | -47 | -20 | -96 | -85 | -32 | -12 | 1 | -12 | 19 | -63 | -209
O=C(NCc1ccccc1)c1cccc(NC(=O)C2CCCC2)c1 | 15 | 15 | 0 | -27 | 1 | 6 | x | 6 | -3 | 0 | 11
CCOC(=O)C1Nc2ccc(C(F)(F)F)cc2C2c3ccccc3CC12 (configuration not stated) | -1 | -4 | -21 | 9 | -10 | -9 | 1 | -21 | 1 | 0 | -2
c1ccc(Cn2c(SCc3cn4cccnc4n3)nnc2-c2ccco2)cc1 | -1 | 6 | 5 | -14 | 12 | 2 | 1 | 4 | -4 | 1 | 10
Cc1ccc(Nc2nc(/N=C/NO)n[nH]2)cc1C | 0 | -5 | -42 | -135 | -15 | 13 | 1 | -17 | -4 | -34 | -108
CCOC(=O)C1CCN(S(=O)(=O)C(F)(F)c2nc3ccccc3s2)CC1 | -9 | -37 | -87 | -64 | 13 | -2 | 5 | -12 | 11 | -28 | -98
Cc1ccc(S(=O)(=O)Oc2ccc(/C=N/NC(=O)c3nn(C)cc3Cl)cc2)cc1 | -20 | 10 | -33 | -21 | -22 | 4 | 0 | 0 | 13 | -16 | -12
Cc1ccc(S(C)(=O)=NC(=O)NC(=O)c2c(F)cccc2Cl)cc1 (configuration not stated) | -14 | 3 | 1 | -31 | 1 | 10 | 0 | -3 | 1 | -18 | 20
COc1ccc(CCNC(=O)CCCc2nnc3n(C)c(=O)c4sccc4n23)cc1OC | -4 | 16 | -9 | 14 | 2 | -5 | 0 | 9 | -5 | 0 | 8
O=C(NCCC1=CCCCC1)c1ccc(Cl)c(S(=O)(=O)N2CCCCC2)c1 | 7 | 33 | 4 | 51 | -6 | -2 | -1 | 20 | 2 | 13 | -53
CCOC(=O)Cn1cnc2c(C#N)c3n(c2c1=O)CCCCC3 | -21 | 12 | 14 | -21 | 7 | 8 | 3 | -10 | -4 | 1 | 6
O=C(CCSCCc1ccccn1)Nc1c(F)c(F)c(F)c(F)c1F | -20 | 16 | 3 | -5 | 15 | -2 | -1 | 5 | 3 | 8 | 19
CCOC(=O)C1CCN(C(=O)CN(Cc2ccccc2)S(C)(=O)=O)CC1 | 1 | -37 | 10 | -5 | 4 | 4 | 0 | -2 | 8 | 0 | -2
O=C1[C@H](Cc2ccccc2)NCC=CC[C@H](c2ccc(Cl)cc2)N1Cc1ccc(Cl)cc1 | 17 | 8 | 33 | 6 | 18 | -29 | x | 36 | 5 | 2 | -1
Cc1cc(C)c(NC(=O)COc2nncc3ccccc23)c(C)c1 | 16 | -1 | -6 | 13 | 10 | 4 | -1 | 9 | -11 | -16 | 11
Cc1c(C#N)c(O)n(C)c(=O)c1N=Nc1ccc(S(N)(=O)=O)cc1 | -36 | -23 | -73 | -11 | -31 | 1 | x | -65 | -13 | 23 | -76
COc1c(C)cc(Br)cc1C(=O)O | 0 | 6 | -8 | -1 | 11 | -8 | 3 | -18 | 14 | 6 | -2
CC1(c2nnc(Cc3ccccc3)o2)CC(c2cccc([N+](=O)[O-])c2)=NO1 (configuration not stated) | 1 | 1 | -7 | 20 | -7 | 0 | 3 | -1 | -4 | 9 | 9
Cc1cc(NC(=O)CN2CCCCCCC2)no1 | -4 | 3 | 6 | 0 | -2 | 2 | 2 | -14 | -13 | 9 | 12
C#CCOCCOCCOCCNc1nc(N2CCN(C(=O)[C@H]([C@@H](C)O)n3cc(CCCCN)nn3)CC2)nc(N2CCN(C(=O)[C@H](CCCCN)n3cc(CCC(=O)O)nn3)CC2)n1 | 4 | -25 | -10 | -4 | 10 | 6 | 1 | 3 | 6 | -2 | 2
Nc1sc2c([n+]1CCCS(=O)(=O)[O-])CCCC2 | -11 | 3 | -6 | 23 | 3 | 0 | 0 | 12 | 1 | -3 | 18
O=C(OCC(=O)N1CCCC1=O)C1CCN(S(=O)(=O)c2c(Cl)cccc2Cl)CC1 | -2 | 6 | 15 | 3 | 8 | 14 | 4 | -9 | -15 | 4 | 10
Cc1ccc(CNS(=O)(=O)NCc2ccccc2F)cc1 | 0 | -4 | 7 | -3 | -13 | -12 | 2 | -3 | 3 | 2 | 11
COc1ccc(C2C(C(=O)C(C)(C)C)=C(O)C(=O)N2Cc2ccccc2)cc1 (configuration not stated) | 20 | -23 | 18 | -23 | -10 | -14 | 4 | -2 | -10 | -12 | 8

Some of the compounds tested. The share of hits here may be higher or lower than overall.
